From PubChem
S2 tox: viability counter-screen for ATXN expression inhibitors; 400,000 tested, 0.49% active; S2 cells (HEK-293 line with an ATXN2-luciferase reporter) viability, CellTiter-Fluor protease fluorescence, 24 h; Potency, µM (doses to about 56.7 µM), actives largely listed as cytotoxic; further: nearly all actives have a fitted effect of over 40% in size
ATXN2 expr inh: reduces ATXN2 reporter expression in HEK-293 cells. AID 1745845. HEK-293 ATXN2-luciferase reporter, luminescence, 24 h. Potency, µM (doses to about 57 µM), for the others: top-dose activity change, negative = inhibition, hits mostly inhibitors. 360,000 tested, 0.72% active; further: on the % scale 0 is the no-effect control and ±100 the full control effect; nearly all actives have a fitted effect of over 55% in size
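ATXN2-luciferase reporter cells (luciferase flanked by upstream and downstream ATXN2 gene portions) were treated 24 h at 37 °C with compounds at up to 57 uM. SteadyGlo luminescence gave expression; GF-AFC fluorescence gave viability.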
Nrf2 block: Nrf2 pathway inhibition; 360,000 tested, 2.1% active; A549 ARE-Fluc reporter, luciferase luminescence, 18-24 h; Potency, µM (titrated, usually from 46 µM), for the others: at the top dose activity change, negative = inhibition, usual class: inhibitors; further: on the % scale 0 is the no-effect control and ±100 the full control effect; nearly all actives have a fitted effect of over 60% in size
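Two sequential reads on A549 ARE_Fluc cells exposed to compound for 18-24 h: a CellTiter-Fluor fluorescence read for viability, then a luciferase luminescence read for Nrf2/ARE activity.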
Nrf2 activator: activates Nrf2 signaling | AREc32 ARE-luciferase reporter (MCF7-derived line), luminescence, 24 h | Potency, µM (titrated, usually from 46.1 µM), without a hit: top-dose activation, usual class: activators | AID 624171 | 410,000 tested, 0.31% active; further: % of control where 0% means no effect; nearly all actives have a fitted effect of over 65% in size
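Luminescent ARE reporter assay in AREc32_Fluc cells: overnight plating at 37 deg C, 24 hr compound incubation, Steady-Glo added, 30 min RT before reading.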
EPAC2 antag: blocks human EPAC2 exchange factor | Q8WZA2 | EPAC2 GEF exchange of Rap1B-BODIPY-GDP, fluorescence | Potency, µM (doses to about 114 µM), without a hit: at the top dose activity, negative = inhibition, most hits filed as inhibitors | 360,000 tested, 0.18% active | AID 720708; further: on the % scale 0 is the no-effect control and ±100 the full control effect; nearly all actives have a fitted effect of over 45% in size; many of its hits are not listed in these tables
Target sequence (Q8WZA2 whole entry, looked up): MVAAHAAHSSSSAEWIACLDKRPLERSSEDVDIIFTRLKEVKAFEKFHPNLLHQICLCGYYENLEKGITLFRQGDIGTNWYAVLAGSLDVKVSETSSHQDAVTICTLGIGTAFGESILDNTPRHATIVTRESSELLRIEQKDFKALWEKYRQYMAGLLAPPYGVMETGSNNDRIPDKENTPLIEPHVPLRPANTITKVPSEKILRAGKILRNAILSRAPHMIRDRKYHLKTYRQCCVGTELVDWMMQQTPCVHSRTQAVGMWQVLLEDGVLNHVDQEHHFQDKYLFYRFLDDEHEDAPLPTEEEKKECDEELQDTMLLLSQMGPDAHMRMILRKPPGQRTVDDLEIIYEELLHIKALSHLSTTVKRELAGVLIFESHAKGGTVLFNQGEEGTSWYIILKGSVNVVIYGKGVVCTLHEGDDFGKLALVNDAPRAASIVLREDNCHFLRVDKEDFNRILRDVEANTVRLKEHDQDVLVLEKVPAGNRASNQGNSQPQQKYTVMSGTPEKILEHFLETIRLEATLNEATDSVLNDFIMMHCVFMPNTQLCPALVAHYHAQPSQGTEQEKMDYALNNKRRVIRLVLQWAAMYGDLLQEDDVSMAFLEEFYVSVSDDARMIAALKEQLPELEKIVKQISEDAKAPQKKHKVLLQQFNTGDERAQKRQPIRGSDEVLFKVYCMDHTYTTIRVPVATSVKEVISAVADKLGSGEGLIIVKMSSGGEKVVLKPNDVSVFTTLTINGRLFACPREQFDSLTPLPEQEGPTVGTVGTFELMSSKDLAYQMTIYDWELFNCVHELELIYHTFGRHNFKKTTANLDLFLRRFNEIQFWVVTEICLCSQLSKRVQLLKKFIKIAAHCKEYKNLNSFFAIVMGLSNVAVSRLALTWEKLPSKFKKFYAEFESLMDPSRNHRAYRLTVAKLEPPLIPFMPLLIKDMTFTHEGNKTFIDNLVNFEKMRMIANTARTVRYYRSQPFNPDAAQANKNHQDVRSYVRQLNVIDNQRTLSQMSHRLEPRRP
MCF10A rerep: DNA re-replication induction in MCF 10a cells; MCF 10A DNA re-replication, Hoechst nuclear intensity, 48 h; Potency, µM (highest dose often 46.1 µM), without a hit: at the top dose activity, positive = re-replication, usual class: activators; 350,000 tested, 2.9% active; AID 624296; further: % of control where 0% means no effect; nearly all actives have a fitted effect of over 50% in size
HepG2 viability: HepG2 cytotoxicity, counter-screen for TGF-b inhibitors. HepG2 CAGA-GFP viability, ATP luminescence, 18 h. Potency, µM (series often up to 46.1 µM), inactives show top-dose activity change, negative = cytotoxicity, hits mostly cytotoxic. 410,000 tested, 0.76% active. AID 588856; further: some results filed as inactive show a strong effect at the top dose
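HepG2 CAGA-GFP cells (1000/well, DMEM with 1% FBS) received compound, then TGF-beta at 500 pg/mL final, and were incubated 18 hours at 37 degrees C. Viability was read by CellTiter-Glo luminescence. Media-only wells were set as complete cell-killing and DMSO as no toxicity.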
A549 tox: kills or reduces viability of A549 cells in Nrf2 counter-screen; A549 ARE-Fluc cells, CellTiter-Fluor viability, 18-24 h; Potency, µM (titrated, usually from 46 µM), for inactives: top-dose activity change, negative = cytotoxicity, usual class: inhibitors; 390,000 tested, 0.16% active; AID 504648; further: on the % scale 0 is the no-effect control and ±100 the full control effect
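A549 ARE-Fluc cells in 5% FBS OPTI-MEM, 5000 cells/well, rested 2 h then exposed to compounds in concentration-response for 18-24 h at 37 °C. Viability by CellTiter-Fluor fluorescence (Ex 405/Em 525) after 30 min; luciferase luminescence (BugLite, 15 min, RT) read afterwards.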
TGFb SMAD3 inh: blocks TGF-b signaling. HepG2 CAGA-GFP TGF-b/SMAD3 reporter, GFP fluorescence, 18 h; TGF-beta stimulated, 500 pg/mL final. Potency, µM (titrated, usually from 46.1 µM), inactives show top-dose activity, negative = inhibition, usual class: inhibitors. 410,000 tested, 1.2% active. AID 588855; further: on the % scale 0 is the no-effect control and ±100 the full control effect; nearly all actives have a fitted effect of over 65% in size
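HEPG2 CAGA-GFP, 1000 cells/well; 2 h settle, 37 C; cpd via pin tool; TGF-b 500 pg/mL final; 18 h, 37 C; GFP imaging ex488/em500-530; %Activity normalised to -TGF-b and +DMSO controls; CRC fit, curve class.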
* marks the source's active call; other numbers are inactive results; i = inactive; ? = inconclusive; nt = not tested or not shown; & = joins results of further samples; [ ] = remark or other dose. The call rests on the fitted dose curve; in most records, active means well fitted curve in the direction sought with a large enough effect; inconclusive means small, poorly fitted or top-dose-only effect, or another doubt; inactive means no such curve, though single readings can be large; an effect the other way counts as inactive or inconclusive. Potency means the concentration at half of the fitted maximal effect.

Below each compound – S2 tox	ATXN2 expr inh	Nrf2 block	Nrf2 activator	EPAC2 antag	MCF10A rerep	HepG2 viability	A549 tox	TGFb SMAD3 inh
O=C(Cn1cnc2c(nnn2Cc2ccc(Cl)cc2)c1=O)OCc1ccccc1
  i	1%	-2%	0.1%	-8%	0%	-14%	-2%	-21%
CC1(C)C2(C#N)C(N)=NC3(OCCO3)C12C#N (centres undefined)
  i	4%	nt	-0.9%	13%	-11%	0%	4%	-14%
O=C(N/N=C/c1ccccn1)NC12CC3CC(CC(C3)C1)C2
  i	62%[activator]	?	3.3%	-2%	3%	-31%	2%	24%
COc1ccc(N(CC(=O)Nc2ccc3c(c2)OCO3)S(C)(=O)=O)c(OC)c1
  i	4%	-22%	1.1%	-14%	2%	-17%	-1%	0%
CCS(=O)(=O)c1ccc(O)c(NC(=O)Nc2ccccc2)c1
  i	10%	5%	2.5%	-5%	-7%	-19%	18%[1.84 µM]	26%
CC(=O)Nc1ccc(C(=O)OCC(=O)NC2CCCCCC2)cc1
  i	nt	nt	-1.4%	7%	nt	-1%	nt	-9%
CN1C(=O)CC(N2CCN(C(=O)c3ccccc3)CC2)C1=O (centres undefined)
  i	-6%	4%	0.1%	-1%	-1%	8%	1%	-3%
CN1CCN(C2CC(=O)N(c3ccc4c(c3)OCCO4)C2=O)CC1 (centres undefined)
  i	3%	6%	-0.1%	6%	-1%	-27%	10%	6%
COc1ccc(C)cc1NC(=O)CSc1nc2ccccc2nc1N1CCCC1
  i	-7%	-26%	-0.8%	2%	18%	-2%	1%	-5%
OCC1(CCOc2ccccc2)CCN(Cc2ccc3cccc(F)c3n2)CC1
  i	-23%	-10%	6.5%	16%	?	-36%	-16%	21%
CC(C)CC(=O)NC1(C(F)(F)F)C(=O)Nc2c1c(=O)[nH]c(=O)n2-c1ccccc1 (centres undefined)
  i	1%	-3%	0.7%	nt	nt	-7%	-1%	0%
Cc1ccc(C)c(CN2C(=O)c3ccccc3S(=O)c3ccc(C(=O)NCCc4ccc(Cl)cc4)cc32)c1 (centres undefined)
  i	-3%	1%	0.3%	nt	nt	-10%	7%	?
O=c1c2ccccc2nc(-c2ccccc2)n1Cc1ccc(Cl)cc1
  i	3%	15%	-0.5%	-9%	18µM*	-19%	0%	0%
Cc1ccc(-c2cc(C(=O)Nc3c(C(=O)c4ccc(C)c(F)c4)oc4ccccc34)no2)cc1
  i	0%	9%	-1.3%	nt	nt	5%	7%	-2%
CC(CN1CCN(C)CC1)OC(=O)c1cccc(Cl)c1 (centres undefined)
  i	11%	5%	0.2%	7%	3%	24%	0%	9%
CCC(C)(NC(=O)c1ccccn1)C(=O)NC1CCCCC1 (centres undefined)
  i	-5%	nt	0.2%	-3%	-9%	9%	-3%	-7%
COc1ccc(-c2csc(C(C#N)=C(O)CSc3nccn3C)n2)cc1OC
  i	9%	-17%	2.2%	-12%	-34%[inhibitor]	-16%	8%	-4%
O=C(c1ccccn1)N1CCN(S(=O)(=O)c2ccc(F)cc2)CC1
  i	12%	0%	0.3%	10%	-6%	5%	1%	0%
CSCCC(NC(=O)C1CCC(C)CC1)C(=O)Nc1ccc(NC(C)=O)cc1 (centres undefined)
  ?	-3%	1%	0.5%	1%	1%	-1%	2%	-9%
CN1c2ccccc2C(C)(C)C12C=Nc1c(ccc3ccccc13)O2 (centres undefined)
  i	38%	3%	8.1%	9%	12%	-28%	-2%	?
Cc1nc(C2CCCCC2)c(-c2ccccc2)c(N2CCOC2=O)c1C
  i	-39%	-1%	2.2%	-21%	?	-27%	0%	-17%
CCn1c(SCC(=O)NC(C)(C)C)nnc1-c1ccccn1
  i	-7%	7%	5.1%	2%	-3%	1%	0%	38%[activator]
COc1cc(C2C(C#N)=C(N)Oc3c2ccc2ccccc32)ccc1OCC(=O)Nc1ccc(C)cc1 (centres undefined)
  i	-12%	-15%	0.0%	7%	?	0%	-3%	?
CCCCC(C(=O)OCC(=O)c1ccc(OC)cc1)N1C(=O)c2ccccc2C1=O (centres undefined)
  i	0%	-13%	-0.7%	-2%	4%	3%	0%	1%
CS/C(N)=N/N=C/c1c(O)ccc2ccccc12
  i	4%	?	?	-17%	?	-34%	0%	?
Nn1c(SCC(=O)Nc2ccc3c(c2)OCO3)nnc1-c1cccc(Cl)c1
  i	-3%	-4%	0.2%	-14%	9%	-20%	4%	-1%
Cc1ccc(C)c(SCC(=O)NCc2ccco2)c1
  i	-6%	-1%	0.2%	13%	-5%	-4%	-5%	-11%
Cc1coc2c(C)c3oc(=O)c(CCC(=O)N[C@H](C(=O)O)C(C)C)c(C)c3cc12
  i	nt	nt	3.1%	-12%	nt	-2%	nt	-11%
C=CCNC(=O)/C=C/c1cccs1
  i	-9%[11.3 µM]	21%	2.7%	3%	-11%	5%	-3%	-16%
O=C(CC(=O)Nc1ccccc1C(=O)O)NNC(=O)Cc1ccccc1
  i	-9%	3%	-0.2%	-1%	2%	1%	-6%	-7%
COC(CNC(=O)c1ccc2c(c1)nc(C)n2-c1cccc(C)c1)OC
  i	-8%	-22%	-0.8%	-2%	-2%	2%	4%	1%
O=[N+]([O-])c1ccc(Nc2nc(NC3CCCCC3)nc(N3CCCC3)n2)cc1
  ?	-15%	?	3.3%	4%	?	4%	-29%	2%
CCOC(=O)c1c(-c2ccccc2)oc2ccc(OCC(N)=O)cc12
  i	nt	-6%	3.4%	-13%	2%	2%	2%	2%
Cc1nc(Sc2ccc(Cl)cc2)c(C#N)c(C)c1[N+](=O)[O-]
  nt	11%	?	?	-20%	18µM*	-58%	0%	-64%
Cc1c(NC(=O)CN2CCN(C(=O)c3ccco3)CC2)c(=O)n(-c2ccccc2)n1C
  i	4%	6%	0.0%	12%	0%	3%	1%[1.84 µM]	-2%
COC(=O)c1ccc(OC(=O)c2cccnc2)cc1
  i	-9%	-21%	-0.4%	-15%	0%	-27%	10%	-12%
CCOC(=O)c1cnc2ccc(C)cc2c1NCCc1ccc(OC)c(OC)c1
  i	-14%	-11%	3.3%	nt	nt	-51%	-17%	11µM*
Cc1ccccc1C(=O)NC(CC(C)C)C(=O)N1CCN(c2ccccc2)CC1 (centres undefined)
  i	6%	-10%	-0.1%	-4%	-24%	-1%	2%	5%
CS(=O)(=O)CCC(C(=O)O)N1C(=O)c2ccc(Oc3ccc(Cl)cc3)cc2C1=O (centres undefined)
  i	8%	1%	6.6%	-4%	-3%	13%	-2%	2%
COc1ccc(N2C(=NC(=O)CCC3CCCC3)SC3CS(=O)(=O)CC32)cc1 (centres undefined)
  i	nt	5%	0.4%	1%	-2%	-31%	-1%	-19%

Entries of single compounds, looked up by structure. Screens in order: S2 tox, ATXN2 expr inh, Nrf2 block, Nrf2 activator, EPAC2 antag, MCF10A rerep, HepG2 viability, A549 tox, TGFb SMAD3 inh
COc1ccc(N2C(=NC(=O)CCC3CCCC3)SC3CS(=O)(=O)CC32)cc1 (centres undefined) in the list: i, nt, 5%, 0.4%, 1%, -2%, -31%, -1%, -19%
CN1CCN(C2CC(=O)N(c3ccc4c(c3)OCCO4)C2=O)CC1 (centres undefined) in the list: i, 3%, 6%, -0.1%, 6%, -1%, -27%, 10%, 6%

(cont.)
Below each compound – S2 tox	ATXN2 expr inh	Nrf2 block	Nrf2 activator	EPAC2 antag	MCF10A rerep	HepG2 viability	A549 tox	TGFb SMAD3 inh
Cc1nnc(Nc2ccc(C(=O)NCCO)cc2)c2ccccc12
  i	11%	23%	-0.1%	0%	11%	-9%	4%	-4%
O=c1c(=NNc2ccccc2Cl)c(=O)c2ccccc12
  i	53%[activator]	7%	0.5%	-3%	-2%	4%	0%	25%
COc1ccc(C(C)(NC(C)=O)c2nc(-c3ccncc3)cs2)cc1 (centres undefined)
  i	14%	nt	-0.8%	0%	nt	-3%	nt	0%
COc1cccc(C(=O)OCC(=O)c2c[nH]c3ccccc23)c1O
  i	0%	1%	7.0%	-12%	?	3%	-4%	10%
COc1ccccc1CN1C(=O)[C@H]2Cc3c([nH]c4ccccc34)C(C)(C)N2C1=O
  i	-25%	-2%	3.5%	7%	?	-8%	-10%	?
Cc1cc([N+](=O)[O-])nn1CCCC(=O)N1CCN(c2ccc(F)cc2)CC1
  i	-11%	?	0.0%	-9%	-5%	-6%	3%	-16%
Cc1ccccc1OCCNCC(C)O (centres undefined)
  i	-17%	-12%	0.4%	1%	-2%	0%	-1%	13%
CCc1ccc2ncc3c(-c4ccc(F)cc4)nn(CC(=O)NCc4ccccc4)c3c2c1
  i	-4%	19%	0.1%	nt	nt	6%	3%	34%[activator]
CCOC(=O)C1CCN(CC(=O)Nc2cc(S(=O)(=O)N3CCOCC3)ccc2C)CC1
  i	-11%	?	0.1%	-8%	13%	3%	-3%	-6%
CC(O)(c1ccc(F)c(F)c1)c1nc(/C=C/c2ccccc2)cs1 (centres undefined)
  ?	-11%	nt	0.2%	-5%	nt	-55%	nt	?
COc1cccc2c1C(=N)c1c(O)c3c(c(O)c1C2=O)CC(O)(C(C)=O)CC3OC1CC(N)C(O)C(C)O1 (centres undefined)
  ?	1.2µM*	?	-1.4%	-18%	-13%	-57%	?	7.1µM*
CCCOc1ccc(-c2nnc(N)s2)cc1
  i	6%	16%	0.7%	-1%	-4%	-25%	-8%	9%
CC1CCc2nc(NC(=O)COc3ccc(C(C)(C)C)cc3)sc2C1 (centres undefined)
  i	27%	-23%	-0.7%	nt	nt	-11%	6%	-22%
CSc1nc(O)c(C2OC(=O)c3ccccc32)c(=O)[nH]1 (centres undefined)
  i	-2%	2%	0.1%	-1%	-6%	5%	-7%	2%
CCN(CC)CCC(c1cc(OC)c(OC)c(OC)c1)c1c(O)cc(OC)cc1OC (centres undefined)
  i	-1%	-6%&13%	-0.1%	-3%	?	3%&-6%	-12%&4%	3%&12%

Some values from above.
HepG2 viability with COc1cccc2c1C(=N)c1c(O)c3c(c(O)c1C2=O)CC(O)(C(C)=O)CC3OC1CC(N)C(O)C(C)O1 (centres undefined) : -57%
TGFb SMAD3 inh with CSc1nc(O)c(C2OC(=O)c3ccccc32)c(=O)[nH]1 (centres undefined) : 2%

Only part of the results is shown; count on the stated rates, not on these rows.
